# Screening data as filed in PubChem BioAssay.
# V1R ag counter: agonists of human V1a receptor, primary screen, counter-screen for OXTR agonist project, fluorescence, CHO-V1R cells; Vasopressin V1a receptor (Homo sapiens), P37288; Fluo-8 calcium fluorescence, agonist mode; 0% DMSO, 100% 3 nM vasopressin; activation, % at 3 µM; actives 0.25% (n = 320,000); AID 2797, 2010;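 active means activation above the mean activation of all tested compounds plus 3 SD, per screening run, cut at about 20% in these data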;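 further: signal is peak over basal fluorescence ratio across a 100 second FLIPR read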
# CHO parental Ca: ATP-evoked calcium signal inhibitors, parental CHO, primary screen, counter-screen for OX1R antagonist project, cell-based, fluorescence, Fluo-8 calcium dye. parental CHO-K1, ATP-induced calcium, Fluo-8 fluorescence. inhibition, % at 5.6 µM. actives 0.63% (n = 330,000). AID 463079, 2010;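 active means inhibition above that plate's mean sample inhibition plus 3 SD, cut at about 26% in these data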;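 further: 0% = ATP-challenged DMSO wells and 100% = DMSO wells without ATP; some compounds past the cut are filed as inactive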
#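 Assay system – parental CHO cells · Reagent – ATP stimulus · Detection – intracellular calcium via Fluo-8 no-wash fluorescent dye · Evaluation – percent inhibition of ATP-evoked calcium rise, normalized to controls · Controls – ATP wells versus no-ATP DMSO wells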
# OXTR ag: human OXTR agonists, primary screen, fluorescence, CHO-OTR cells, Fluo-8 calcium. Fluo-8 calcium fluorescence; normalized: DMSO 0%, oxytocin 100%. activation, % at 3 µM. actives 0.32% (n = 320,000). AID 2435, 2010;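 active means activation above the mean of all tested compounds plus 3 SD, cutoff set per screening run, cut at about 20% in these data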;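 further: peak over basal fluorescence ratio from a 100 s FLIPR kinetic read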
# Target sequence (P30559 whole entry, looked up): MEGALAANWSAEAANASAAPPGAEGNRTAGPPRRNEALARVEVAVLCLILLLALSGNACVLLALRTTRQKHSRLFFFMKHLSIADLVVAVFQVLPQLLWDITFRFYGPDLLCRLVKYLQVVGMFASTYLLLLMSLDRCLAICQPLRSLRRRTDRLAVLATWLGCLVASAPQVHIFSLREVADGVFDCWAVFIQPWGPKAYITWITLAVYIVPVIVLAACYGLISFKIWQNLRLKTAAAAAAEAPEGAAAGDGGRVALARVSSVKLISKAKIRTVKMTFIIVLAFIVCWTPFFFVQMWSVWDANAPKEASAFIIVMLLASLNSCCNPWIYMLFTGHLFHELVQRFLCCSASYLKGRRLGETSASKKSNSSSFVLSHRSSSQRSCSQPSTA
# GPR7 antagonist: GPR7 receptor antagonists, primary screen, cell-based, fluorescence, single concentration; Neuropeptides B/W receptor type 1 (Homo sapiens), P48145; GPR7-expressing cells, fluorescence antagonist assay; inhibition, % at 4.4 µM; actives 1.1% (n = 290,000); AID 1861, 2009; in the data active means inhibition above about 16%, passing the limit was not always enough;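 further: cells stimulated with the agonist NPW; 0% = agonist with vehicle and 100% = vehicle without agonist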
# Target sequence (P48145 whole entry, looked up): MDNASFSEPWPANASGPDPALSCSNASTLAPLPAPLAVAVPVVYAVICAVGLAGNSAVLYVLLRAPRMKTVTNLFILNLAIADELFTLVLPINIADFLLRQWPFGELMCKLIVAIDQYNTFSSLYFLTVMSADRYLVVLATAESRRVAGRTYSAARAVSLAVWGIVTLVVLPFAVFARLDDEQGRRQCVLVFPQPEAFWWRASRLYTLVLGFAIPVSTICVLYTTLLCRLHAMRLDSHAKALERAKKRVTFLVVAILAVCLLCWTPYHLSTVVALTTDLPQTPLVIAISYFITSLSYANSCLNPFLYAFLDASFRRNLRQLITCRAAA
# CHO-K1 Ca antag: M1 antagonist counterscreen hit in parental CHO-K1 cells; AID 602250; inhibition, % at 3 µM; ATP-induced calcium, Fluo-8 fluorescence; actives 0.6% (n = 360,000);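 active means inhibition above a per-plate cutoff, the plate's mean sample inhibition plus 3 SD, cut at about 24% in these data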;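 further: 0% = DMSO plus EC80 ATP and 100% = DMSO alone without ATP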
# OXTR potentiate: human OXTR potentiators, primary screen, fluorescence, CHO-OTR cells, Fluo-8 calcium; activation, % at 3 µM; Fluo-8 calcium fluorescence, potentiator mode; 0% = oxytocin EC15, 100% = EC100; AID 2445, 2010; Oxytocin receptor (Homo sapiens), P30559; actives 0.061% (n = 320,000);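 active means activation above that plate's cutoff, the mean activation of tested compounds plus 3 SD, cut at about 6.6% in these data, passing the limit was not always enough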;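 further: 100% uses oxytocin at 75 nM as the full agonist control; some results filed as inactive read as strong as hits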
#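 Assay system: CHO cell line stably expressing human OTR. Reagent: EC15 oxytocin agonist. Dosing: single dose, 3.0 µM nominal final compound concentration. Timing: compound 6 min at room temperature before oxytocin, 100 s read. Signal: kinetic Fluo-8 calcium fluorescence. Controls: oxytocin EC15 low and EC100 high.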
# TAAR1 antagonist: human TAAR1 antagonists, primary screen, Fluo-8 calcium fluorescence, CHO RD-HGA16 cells; Trace amine-associated receptor 1 (Homo sapiens), Q96RJ0; antagonist; inhibition, % at 3 µM; actives 1.5% (n = 360,000);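 active means inhibition above a per-plate cutoff, the mean inhibition of test compounds on that plate plus 3 SD, cut at about 49% in these data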;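 further: 0% = DMSO plus EC80 beta-PEA response and 100% = DMSO alone without agonist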
# Target sequence (Q96RJ0 whole entry, looked up): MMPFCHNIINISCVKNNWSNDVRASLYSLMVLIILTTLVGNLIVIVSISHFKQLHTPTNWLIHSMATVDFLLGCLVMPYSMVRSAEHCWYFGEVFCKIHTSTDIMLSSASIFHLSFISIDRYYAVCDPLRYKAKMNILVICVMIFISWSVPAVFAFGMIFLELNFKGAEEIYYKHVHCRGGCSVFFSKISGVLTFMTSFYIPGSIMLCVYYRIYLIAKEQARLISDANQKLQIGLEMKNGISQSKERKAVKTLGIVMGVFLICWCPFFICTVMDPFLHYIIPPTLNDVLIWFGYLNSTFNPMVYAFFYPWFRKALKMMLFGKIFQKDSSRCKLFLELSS
#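 Material: CHO RD-HGA16 cells bearing hTAAR1; compound dosing: one-point dosing, 3 µM nominal final; schedule: dye loading 75 min at 37 °C, then 30 min room temperature; measured by: calcium fluorescence with Fluo-8; control set: vehicle and agonist controls; replication: n of 1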
# CHO-K1 Ca PAM: nonselective calcium activators in parental CHO-K1 cells, primary screen, counter-screen for M1 PAM project, cell-based, Fluo-8 calcium fluorescence, full deck, 1536-well | ATP EC20; 0% at ATP EC20, 100% at ATP max | activation, % at 3 µM | actives 0.02% (n = 360,000) | AID 602247, 2012;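 active means activation above the run cutoff, the mean activation of all test compounds plus 3 SD, cut at about 40% in these data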;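 further: peak over basal fluorescence ratio in a 140 s read after ATP addition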
# CHO-K1 Ca ag: counter-screen for M1 agonists: effect in parental CHO-K1 cells; actives 0.48% (n = 360,000); Fluo-8 calcium fluorescence; scaled to maximal ATP response, vehicle zero; activation, % at 3 µM; in the data active means activation above about 15%;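 further: untransfected CHO-K1 host cells lacking M1 receptor as counterscreen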
# An asterisk follows results filed as active; / = not tested or not shown.
SMILES,V1R ag counter,CHO parental Ca,OXTR ag,GPR7 antagonist,CHO-K1 Ca antag,OXTR potentiate,TAAR1 antagonist,CHO-K1 Ca PAM,CHO-K1 Ca ag
Cc1nonc1CN(C)C(=O)CC1C(=O)NCCN1Cc1c(F)cccc1Cl (stereo unspecified),0.7,-1,-0.2,-7,-3,-1,2,9,0.1
O=C(Nc1cccc(Cl)c1)c1ccc(NCCCN2CCOCC2)c([N+](=O)[O-])c1,1.4,-24,0.6,-2,-15,-7,14,18,1.2
CSc1ccccc1OCc1cc(C(=O)N(C)Cc2cnccn2)no1,0.6,-10,-0.3,14,-4,-10,0,-6,0.5
CC1CN(c2nc(Nc3ccccc3F)nc(N)c2[N+](=O)[O-])CC(C)O1 (stereo unspecified),-1.3,-18,-2.4,-18,-2,-7,1,6,2.0
COc1ccc(-n2c(=S)[nH]c3cc(C(=O)Nc4ccccc4OC)ccc3c2=O)c(OC)c1,8.5,-12,7.1,31*,15,-11,20,-19,4.7
COc1ccccc1-c1nnn(C/C(N)=N/O)n1,1.0,1,-0.1,4,-11,-4,3,7,0.2
CN1CCC2(CC1)N=C(c1ccc(F)cc1)C(=S)N2C(=O)c1ccc(C(C)(C)C)cc1,2.9,-5,2.9,-1,13,-13,-19,-3,0.5
Cc1ccc(C(=O)OC(C)C(=O)NC2CCCCC2C)cc1S(=O)(=O)N1CCCCC1 (stereo unspecified),1.1,-14,-1.0,-3,-19,-1,-6,6,1.1
Cc1cc(C)cc(NC(=O)Cn2nnc(C(=O)NCc3ccccc3Cl)c2N)c1,1.1,25,0.3,6,-10,-6,-29,6,0.3
O=C(Nc1cc(Cl)ccc1N1CCOCC1)c1ccc2c(c1)OCCO2,1.2,-17,-0.5,2,-11,-4,10,20,1.1
C/C(CC(=O)Nc1ccc(F)cc1)=N\NC(=O)Cc1csc(N)n1,1.6,-12,3.8,-4,-5,-5,2,16,-0.2
CN(C)CCCNc1nc2cc(-c3cnn(C)c3)sc2c(=O)n1C,/,/,/,/,11,/,19,-13,-0.1
CN1CCc2ccccc2CC1=O,0.4,-12,2.1,2,-5,3,-20,26,0.8
O=C(COC(=O)c1ccc(CSc2ccc(Cl)cc2)cc1)Nc1ccccc1,4.4,-5,1.5,-8,5,-2,6,0,0.3
O=C(CN1CCN(c2ccc(F)cc2)CC1)NCC1CCCO1 (stereo unspecified),0.6,-4,0.0,1,2,-3,0,3,-0.3
O=S(=O)(NC1CC1)c1ccc(S(=O)(=O)N2CCC3(CC2)OCCO3)cc1,1.3,7,1.3,-5,-10,-9,-5,-10,3.5
COC(=O)C1(CCSC)NC(c2ccc(O)c(OC)c2)C2C(=O)N(c3ccc(C)cc3)C(=O)C21 (stereo unspecified),0.9,-24,0.3,-6,-10,1,18,20,2.7
Cc1ccc(N2CCN(C(=O)CN3C(=O)c4ccccc4C3=O)CC2)cc1,1.5,-11,0.2,0,-4,-15,-3,-1,0.5
COc1cccc(CNS(=O)(=O)c2ccccc2Br)c1OC,/,/,/,/,-1,/,-12,1,0.4
COc1ccccc1C(=O)NNC(=O)c1ccccc1,1.0,11,0.3,-15,7,-11,-8,-12,0.6
CCn1ccnc1CNC(=O)CC1C(=O)NCCN1CCCc1ccccc1 (stereo unspecified),0.8,4,-0.5,-1,8,-5,-6,0,3.2
O=C(CCCCC(=O)OCC1CCCO1)OCC1CCCO1 (stereo unspecified),/,/,/,/,0,/,-24,-7,-0.3
Cc1cc(C)c(C#N)c(N2CCN(Cc3ccccc3)CC2)n1,-0.9,-29,-0.6,9,-9,-5,1,16,1.3
O=C(COC(=O)CCc1nc2ccccc2c(=O)[nH]1)Nc1ccccc1,-0.1,-14,0.0,/,-12,1,-5,8,1.1
CON1C(=O)C(=O)N(OC)C(C)(C)C1(C)C,0.1,1,-0.4,-4,-7,-4,-6,14,0.2
CCN1CCN(CCCNC(=O)c2ccc3c(c2)NC(=O)c2ccccc2S3)CC1,0.8,-5,0.8,-1,-8,-4,-4,14,0.7
Cc1ccc(C)c(OCCC(=O)Nc2ccccc2C(=O)NC2CC2)c1,-1.0,-27,-0.1,/,-10,-4,-25,7,0.8
CN(C)c1cc(NC(=O)CNC(C)(C)C)c2ccccc2n1,-0.1,-9,-1.1,4,-12,-11,13,12,0.0
O=C(CC(=O)c1ccccc1)Nc1ccccc1,-1.2,-3,-1.0,/,-7,-7,2,11,0.4
O=C(CNCC1CCCO1)Nc1ccccc1-n1cccc1 (stereo unspecified),-0.6,-9,-0.3,12,-12,1,-13,19,0.7

# 16 entries out of the list, arranged by formula weight, smallest number first:
SMILES,V1R ag counter,CHO parental Ca,OXTR ag,GPR7 antagonist,CHO-K1 Ca antag,OXTR potentiate,TAAR1 antagonist,CHO-K1 Ca PAM,CHO-K1 Ca ag
CN1CCc2ccccc2CC1=O,0.4,-12,2.1,2,-5,3,-20,26,0.8
CON1C(=O)C(=O)N(OC)C(C)(C)C1(C)C,0.1,1,-0.4,-4,-7,-4,-6,14,0.2
O=C(CC(=O)c1ccccc1)Nc1ccccc1,-1.2,-3,-1.0,/,-7,-7,2,11,0.4
COc1ccccc1C(=O)NNC(=O)c1ccccc1,1.0,11,0.3,-15,7,-11,-8,-12,0.6
O=C(CNCC1CCCO1)Nc1ccccc1-n1cccc1 (stereo unspecified),-0.6,-9,-0.3,12,-12,1,-13,19,0.7
CN(C)c1cc(NC(=O)CNC(C)(C)C)c2ccccc2n1,-0.1,-9,-1.1,4,-12,-11,13,12,0.0
Cc1cc(C)c(C#N)c(N2CCN(Cc3ccccc3)CC2)n1,-0.9,-29,-0.6,9,-9,-5,1,16,1.3
O=C(CCCCC(=O)OCC1CCCO1)OCC1CCCO1 (stereo unspecified),/,/,/,/,0,/,-24,-7,-0.3
O=C(CN1CCN(c2ccc(F)cc2)CC1)NCC1CCCO1 (stereo unspecified),0.6,-4,0.0,1,2,-3,0,3,-0.3
CN(C)CCCNc1nc2cc(-c3cnn(C)c3)sc2c(=O)n1C,/,/,/,/,11,/,19,-13,-0.1
O=C(COC(=O)CCc1nc2ccccc2c(=O)[nH]1)Nc1ccccc1,-0.1,-14,0.0,/,-12,1,-5,8,1.1
Cc1ccc(C)c(OCCC(=O)Nc2ccccc2C(=O)NC2CC2)c1,-1.0,-27,-0.1,/,-10,-4,-25,7,0.8
CCn1ccnc1CNC(=O)CC1C(=O)NCCN1CCCc1ccccc1 (stereo unspecified),0.8,4,-0.5,-1,8,-5,-6,0,3.2
COc1cccc(CNS(=O)(=O)c2ccccc2Br)c1OC,/,/,/,/,-1,/,-12,1,0.4
O=S(=O)(NC1CC1)c1ccc(S(=O)(=O)N2CCC3(CC2)OCCO3)cc1,1.3,7,1.3,-5,-10,-9,-5,-10,3.5
CCN1CCN(CCCNC(=O)c2ccc3c(c2)NC(=O)c2ccccc2S3)CC1,0.8,-5,0.8,-1,-8,-4,-4,14,0.7

# (more compounds)
SMILES,V1R ag counter,CHO parental Ca,OXTR ag,GPR7 antagonist,CHO-K1 Ca antag,OXTR potentiate,TAAR1 antagonist,CHO-K1 Ca PAM,CHO-K1 Ca ag
COc1cccc(CCc2nnc(CCC(=O)NC(C)c3c(C)nn(C)c3C)o2)c1 (stereo unspecified),-0.2,-21,-0.3,-6,-3,10,4,27,1.4
COc1cc(Cl)c(CN2CCC(CCC(=O)NC3CC3)CC2)cc1OC,1.3,2,0.1,-1,3,0,-4,-1,-0.1
O=S1(=O)CC(N2CCN(CCO)CC2)CN1Cc1cn(Cc2cccc(Cl)c2)nn1 (stereo unspecified),/,/,/,/,-24,/,-9,16,0.8
C/C(=N\NC(=O)C1(C)CC1(Br)Br)c1ccc(NC(=O)C2CCC2)cc1 (stereo unspecified),2.4,-5,0.2,-16,-4,-9,41,21,0.6
CC1(C)CC(NC(=O)C(=O)NCCc2ccccc2)CC(C)(C)N1,9.2,18,1.2,9,-9,-7,-20,19,1.3
Cc1ccc(S(=O)(=O)Nc2nc(C)cc(NCCN)n2)cc1,0.6,-2,0.0,-11,-11,-6,-2,11,0.5
O=[N+]([O-])c1ccc(-c2cc(-c3ccc(Cl)cc3)n[nH]2)cc1,-0.3,3,0.3,-6,1,-4,19,-7,-0.1
CCOc1ccc(N2C(=O)C(=O)/C(=C(/O)c3ccccc3)C2c2ccccc2[N+](=O)[O-])cc1 (stereo unspecified),-0.1,-10,0.1,-3,-1,-5,-48,-4,3.1
COc1ccc2c(c1OC)C(=O)N(c1ccc(F)cc1)C2,-0.6,-10,-1.6,-2,10,-9,1,14,-0.9
COc1ccc(C2c3[nH]c4ccccc4c3CCN2CCCn2cccn2)cc1C (stereo unspecified),0.2,-20,-0.3,4,-12,-5,-2,21,0.2
COc1ccccc1CCC(=O)OCc1csc(CC(=O)Nc2ccccc2C)n1,0.7,-24,-1.7,-15,14,-12,-1,-6,11
CN(CCNC(=O)C1CCCN(c2ncnc3c2nc2n3CCCCC2)C1)Cc1ccccc1 (stereo unspecified),0.1,-27,-1.9,-8,20,-9,-26,-24,-0.3
Clc1ccccc1CSC1=NCCCN1,1.1,2,0.3,4,-14,-12,-1,1,0.2
C=CCOC(=O)C1=C[C@H](c2coc3ccccc3c2=O)C[C@H](OCc2ccc(CO)cc2)O1,-0.5,-19,0.4,10,-9,-7,24,13,1.4
COCCn1c(N)c(NCc2ccccc2)c(=O)[nH]c1=O,1.5,-1,0.2,-6,-5,-16,-10,-4,0.7
Cc1nc2ccccc2nc1CSc1nnc(N)s1,0.7,15,0.2,-8,-15,-11,1,21,0.6
Cc1ccc(N=C2SCCCN2C(=O)C2=COCCO2)cc1Cl,-1.3,7,-0.4,/,-3,-5,-4,1,0.8
CC1CCCC(C)N1CCCNC(=O)Cn1cc2c(n1)CCCC2 (stereo unspecified),7.9,-7,0.2,-11,-1,-7,4,13,0.6
